# TDP1 inh – qHTS Assay for Inhibitors of Tyrosyl-DNA Phosphodiesterase (TDP1); Tyrosyl-DNA phosphodiesterase 1 (Homo sapiens), Q9NUW8; recombinant TDP1, AlphaScreen DNA substrate cleavage; Potency, µM (titrated, usually from 130 µM), for the others: at the highest dose activity change, negative = inhibition, most hits filed as inhibitors; 350,000 compounds, 0.28% hits; AID 485290, 2010; note: nearly all actives have a fitted effect of over 40% in size
# Target sequence (Q9NUW8 whole entry, looked up): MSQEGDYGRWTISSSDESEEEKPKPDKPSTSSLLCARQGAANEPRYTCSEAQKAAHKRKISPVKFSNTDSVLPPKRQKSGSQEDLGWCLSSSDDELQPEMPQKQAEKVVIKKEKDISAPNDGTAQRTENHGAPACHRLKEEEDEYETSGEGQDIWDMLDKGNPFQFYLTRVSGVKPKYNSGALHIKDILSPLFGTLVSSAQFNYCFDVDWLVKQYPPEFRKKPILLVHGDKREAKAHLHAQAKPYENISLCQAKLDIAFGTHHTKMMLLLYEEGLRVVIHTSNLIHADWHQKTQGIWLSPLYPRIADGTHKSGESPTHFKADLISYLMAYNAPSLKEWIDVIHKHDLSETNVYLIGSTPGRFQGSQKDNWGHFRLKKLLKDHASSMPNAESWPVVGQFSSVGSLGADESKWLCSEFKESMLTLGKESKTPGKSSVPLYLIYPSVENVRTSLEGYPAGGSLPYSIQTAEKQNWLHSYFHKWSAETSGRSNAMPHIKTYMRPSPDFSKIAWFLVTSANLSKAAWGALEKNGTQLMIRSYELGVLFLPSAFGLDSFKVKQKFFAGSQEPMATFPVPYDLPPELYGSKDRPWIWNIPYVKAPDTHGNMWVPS
#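 AlphaScreen read-out: signal falls as enzyme removes the 3' tyrosine-FITC from a 5'-biotinylated DNA oligo (15 nM, 5 min, RT). Enzyme was E. coli-made recombinant Tdp1 at 1 nM, exposed to compound for 15 min beforehand; beads 10 ug/ml, 10 min.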
# TDP1 cell noCPT – qHTS for Inhibitors of human tyrosyl-DNA phosphodiesterase 1 (TDP1): qHTS in cells in absence of CPT; 420,000 compounds, 15% hits; DT40 Tdp1-/- hTDP1 cells, no CPT, ATP luminescence, 48 h; Potency, µM (series often up to 46.2 µM), without a hit: at the highest dose activity change, negative = growth inhibition, most hits filed as inhibitors; AID 686978, 2013; note: nearly all actives have a fitted effect of over 55% in size
#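 Luminescent ATP content (CellTiter-Glo) served as the growth readout. Knockout chicken DT40 cells expressing human TDP1 were exposed to compounds without camptothecin for a minimum 48 hr at 37 °C.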
# DT40 TDP1 CPT – qHTS for Inhibitors of human tyrosyl-DNA phosphodiesterase 1 (TDP1): qHTS in cells in presence of CPT; Potency, µM (highest dose often 46.2 µM), without a hit: top-dose activity change, negative = growth inhibition, actives largely listed as inhibitors; chicken DT40 Tdp1-/-;hTDP1 cells + 20 nM CPT, ATP luminescence, 48 h; 420,000 compounds, 12% hits; AID 686979, 2013; note: nearly all actives have a fitted effect of over 55% in size
#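 Chicken DT40 Tdp1-/- cells complemented with human TDP1, 400 cells/well, exposed to compounds plus 20 nM camptothecin for at least 48 h at 37 C; viability read as ATP content by CellTiter-Glo luminescence.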
# * = called active by the depositor; ? = inconclusive; . = no result given; & = joins results of further samples; [ ] = dose if it differs, or a comment. Calls come from the whole dose curve; as a rule, active = well fitted curve in the direction sought with a large enough effect; inconclusive = small, poorly fitted or top-dose-only effect, or another doubt; inactive = no such curve, though single readings can be large; an effect the other way counts as inactive or inconclusive. % is set by controls: 0 for no effect and ±100 for the full control effect; potency is the fitted concentration of half-maximal effect.
SMILES,TDP1 inh,TDP1 cell noCPT,DT40 TDP1 CPT
CCOC(=O)N1CCN(C(=O)CCSc2ccc(Cl)cc2)CC1,7%,-30%,-13%
CN(C)Cc1c(O)ccc2c(=O)c(-c3ccc(Cl)cc3)coc12,4%,-23%,?
CCOC(=O)/C(C(=O)Nc1ccccc1Cl)=C1/NC(C)(C)Cc2ccccc21,1%,-27%,?
O=C(Nc1nnc(-c2ccc(F)cc2)o1)c1ccc(S(=O)(=O)N2CCOCC2)cc1,1%,2.9µM*,3.3µM*
Cc1cc(C(=O)Nc2cccc3c2O[C@@H](CN(C)S(C)(=O)=O)[C@H](C)CN([C@@H](C)CO)C3=O)n(C)n1,0%,-5%,-5%
COc1ccc(OCCCC(=O)Nc2nnc(C3CCCO3)s2)cc1 (centres undefined),-1%,?,1%
NS(=O)(=O)c1ccc(NC(=S)NCc2ccccc2Cl)cc1,3%,?,-23%
O=C1NCCc2onc(-c3ccc(Br)cc3)c21,.,?,?
CCOC(=O)C1CCN(CC(=O)Nc2ccc(OC)c(S(=O)(=O)N3CCCCC3)c2)CC1,1%,-21%,-24%
Cc1ccc(-n2nc3c(c2NC(=O)c2ccccc2)CS(=O)(=O)C3)cc1C,6%,-13%,-2%
Cn1ccc2c(OCC(=O)Nc3ccc([N+](=O)[O-])cc3)cccc2c1=O,-5%,?,-29%
CC1=CCC2C(=O)N(c3ccc(C(=O)N4CCCCCC4)cc3)C(=O)C2C1 (centres undefined),2%,?,?
CCN(CC(=O)Nc1c(F)cccc1F)C(=O)CN1c2cccc3cccc(c23)S1(=O)=O,1%,-17%,-1%
CSc1ccc(CN2C(=O)NC3(CCCCCCC3)C2=O)cc1,4%,-13%,-28%
COc1cc(NC(=S)NC(C)=O)ccc1NC(=O)C(C)C,4%,10%,5%
CCNc1nc(NCC)n2c(SCC(=O)c3ccccc3Cl)nnc2n1,8%,?,?
N#Cc1cccc(Cn2cc(C(F)(F)F)ccc2=O)c1,3%,-1%,9%
O=C(c1ccncc1)N1CCCC(N2CCN(c3cccc(C(F)(F)F)c3)CC2)C1 (centres undefined),5%,?,16µM*
O=C(CN1CCN(S(=O)(=O)c2ccc(Cl)c(Cl)c2)CC1)N1CCCCC1,3%,?,?
O=C(CCSCCc1ccccn1)Nc1ccc(Cl)cc1,0%,-18%,-18%
CC(=O)c1ccc(NC(=S)NC(C)c2ccc(Cl)cc2Cl)cc1 (centres undefined),6%,29µM*,?
CCc1ccc2c(c1)C(=O)C(=O)N2CCS(=O)(=O)c1ccccc1,3%,2.6µM*,2.9µM*
CCc1ccc(CN2CCc3nc(Nc4ccccc4)ncc3C2)cc1,6%,?,?
Cc1ccc(C(=O)N/C(=C/c2cccnc2)C(=O)O)cc1,1%,12%,2%
Cc1cc2oc(=O)cc(-c3ccccc3)c2c(C)c1-c1ccc(C(F)(F)F)cc1,-2%[56.1 µM],?,?
# The list goes on.
SMILES,TDP1 inh,TDP1 cell noCPT,DT40 TDP1 CPT
CS(=O)(=O)N(CC(=O)Nc1ccc2c(c1)OCO2)c1ccc2c(c1)OCO2,-2%,-11%,-4%
O=C(O)c1ccc(N2C(=O)CSC2=S)cc1,.,?,?
O=C(NNC(=O)C1[C@H]2CCCC[C@@H]12)NC1CCCCC1 (some centres undefined),0%,-1%,1%
Cc1c(Br)c([N+](=O)[O-])nn1CC(=O)c1ccccc1,2%,-20%,-5%
NC(=O)c1nsc(C(=O)N(CC(=O)NCc2ccc3c(c2)OCO3)C2CCCCC2)c1N,0%&1%,?,-2%
Cc1ccc(-c2nn(-c3ccc(F)cc3)cc2C(=O)N2CCN(C3CCS(=O)(=O)C3)CC2)cc1 (centres undefined),0%,-26%,-12%
O=C(CSc1nnc(-c2n[nH]c3ccccc23)n1-c1ccccc1)Nc1ccccc1Cl,10%,?,?
Cc1c(Cl)cccc1NC(=S)Nn1cnnc1,-4%,-3%,3%
CCc1c(C)sc(NC(=O)c2ccco2)c1C#N,1%,15%,-7%
COc1ccc(NC(=S)NC2CC3CCC2C3)c(OC)c1 (centres undefined),.,-22%,-6%
Cc1cccc(NC(=O)CS(=O)(=O)c2cn(CC(=O)N3CCOCC3)c3ccccc23)c1,0%,2.3µM*,0.52µM*
COc1ccc(NC(=O)c2sc3nc(C)nc(N4CCN(c5ccccn5)CC4)c3c2C)c(OC)c1,1%,12µM*,?
Cc1ccccc1OCC(=O)N/N=C1\SCC(=O)N1Cc1ccccc1,3%,?,-25%
COc1cc(/C=C(\C#N)C(=O)N2CCCCC2)ccc1O,.,11%,-14%
O=C(Nc1ccc(Cl)cc1)NC1CCCC1Cc1ccco1 (centres undefined),1%,?,-20%
NC(=S)NN=Cc1cc(-c2cccc(N)c2)ccn1,.,4.1µM*,3.7µM*
COc1ccccc1NC(=O)N1CCCC1C(=O)Nc1ccc(NC(C)=O)cc1 (centres undefined),1%,0%,2%
CCC1CN(CCNC(=O)c2ccccc2-n2cccn2)Cc2cc(OC)ccc2O1 (centres undefined),.,-1%,-7%[9.04 µM]
Cc1ccc(C(=O)N2CCC(C)CC2)cc1S(=O)(=O)N1CCCCC1,2%,?,?
CCC(Sc1nc2n[nH]c(C)c2c(=N)n1-c1cc(Cl)ccc1C)C(=O)N1CCOCC1 (centres undefined),0%,12µM*,?
CN(C)CC(C)(C)CNS(=O)(=O)CC12CCC(CC1=O)C2(C)C (centres undefined),3%,-20%,2%
COc1ccc(C(=O)NCC(c2cccnc2)N2CCN(c3ccccc3F)CC2)cc1OC (centres undefined),3%,?,?
COc1ccccc1-n1c(=O)[nH]c2c(C(N)=O)nc(C3CCCCC3)nc21,3%,?,?
CCn1ncc(/C=C/C(=O)NCc2cn(C)nc2C)c1C,-10%,-1%,8%
CCCN(C)C[C@H]1Oc2cc(C#Cc3ccc(F)cc3)ccc2S(=O)(=O)N([C@H](C)CO)C[C@@H]1C,.,?,?
# Other entries follow:
SMILES,TDP1 inh,TDP1 cell noCPT,DT40 TDP1 CPT
NS(=O)(=O)c1ccc(NC(=O)COc2cccc3ccccc23)cc1,2%,?,-23%
CCOc1ccccc1Nc1cc(C)c2cccc(C)c2n1,.,-24%,-5%
COCC(C)NC(=O)C1=CC(c2ccc3c(c2)OCO3)=NS(=O)(=O)N1C (centres undefined),6%,-6%,16%
O=C(COC(=O)c1ccc(S(=O)(=O)N2CCCC2)cc1)Nc1ccc(N2CCOCC2)cc1,6%,?,18µM*
O=C(Cn1cc(COc2ccc(Cl)c(Cl)c2)nn1)NS(=O)(=O)c1ccccc1C(F)(F)F,.,-11%,-10%
CCCCC(=O)Nc1ccc(C(=O)Nc2nnc(COC)s2)cc1,3%,-5%,-22%
COC(CNC(=O)c1ccc2c(=O)n(Cc3ccc(Cl)cc3)c(=S)[nH]c2c1)OC,.,6%,-1%
CC(C)(C)NC(=O)CSc1nnnn1C(C)(C)C,-2%,2%,-9%
Cc1nc2c(C(=O)NCCc3ccccc3)c[nH]n2c(=O)c1Cc1ccc(F)cc1Cl,11%,?,-29%
CCOC(=O)Cn1c(=N)n(CCOc2ccc3ccccc3c2)c2ccccc21,5%,?,18µM*
CCOC(=O)N/N=C\c1sccc1C,1%,3%,-9%
O=C1CCN(C(=O)Cc2ccccc2)c2ccccc21,.,-2%,-3%
CN(c1ccc(C(=O)N2CCCCC2)cc1)S(=O)(=O)c1cccs1,1%,?,?
C=CCN1C2CCCC1CC(NC(=S)Nc1cccc(OC)c1)C2 (centres undefined),5%,?,?
O=C(NNC(=O)c1cc(-c2ccccc2)nc2ccccc12)Nc1cccc(Cl)c1,3%,21µM*,?
O=C(NCC(c1ccc2c(c1)OCO2)N1CCOCC1)c1cccc(Cl)c1 (centres undefined),-1%,?,?
O=C(O)c1ccccc1-c1ccc([N+](=O)[O-])cc1Cl,.,-16%,-7%
COc1ccc(C(=O)NC2CC2)cc1OC1CCN(Cc2ccc(F)cc2F)CC1,1%[56.1 µM],-27%,-28%
COc1cc(C(=O)NCCC2=CCCCC2)cc(OC)c1OC,2%,?,?
CCOC(=O)c1c(-c2ccc(OC)cc2)oc2c1C(OC(C)=O)CCC2 (centres undefined),.,21µM*,?
O=C(O)c1cc([N+](=O)[O-])ccc1Oc1ccccc1,.,1%,2%
CC(=O)c1ccc(NC(=O)C2CCCN(S(=O)(=O)c3ccc(Br)s3)C2)cc1 (centres undefined),-5%,-6%,-5%
CCN(CC)C(=O)CSc1ncnc2c1nnn2-c1ccc(F)cc1,-6%,?,-2%
CCN(C(=O)CSc1cccc[n+]1[O-])c1ccccc1,2%,1.8µM*,-16%
CC1(C)Cc2cccc(OCC(=O)NCc3ccc(F)cc3)c2O1,1%,?,?

# Results in TDP1 inh and DT40 TDP1 CPT (2 entries from above):
structure,TDP1 inh,DT40 TDP1 CPT
O=C1NCCc2onc(-c3ccc(Br)cc3)c21,.,?
CCOC(=O)C1CCN(CC(=O)Nc2ccc(OC)c(S(=O)(=O)N3CCCCC3)c2)CC1,1%,-24%

# 4 of these compounds in a different format:
> CC(=O)c1ccc(NC(=O)C2CCCN(S(=O)(=O)c3ccc(Br)s3)C2)cc1 (centres undefined)
  TDP1 inh: -5%
  TDP1 cell noCPT: -6%
  DT40 TDP1 CPT: -5%

> CN(c1ccc(C(=O)N2CCCCC2)cc1)S(=O)(=O)c1cccs1
  TDP1 inh: 1%
  TDP1 cell noCPT: ?
  DT40 TDP1 CPT: ?

> CCOC(=O)N/N=C\c1sccc1C
  TDP1 inh: 1%
  TDP1 cell noCPT: 3%
  DT40 TDP1 CPT: -9%

> O=C(O)c1cc([N+](=O)[O-])ccc1Oc1ccccc1
  TDP1 inh: .
  TDP1 cell noCPT: 1%
  DT40 TDP1 CPT: 2%

# (continued)
SMILES,TDP1 inh,TDP1 cell noCPT,DT40 TDP1 CPT
CCCOc1ccc(C(=O)Nc2ccc(S(=O)(=O)Nc3onc(C)c3C)cc2)cc1,6%,-13%,-7%
O=C(NCc1ccccc1)C1C(=O)Nc2ccccc2C(=O)N1c1ccc2c(c1)OCCO2 (centres undefined),.,-28%,-5%
Cc1cccc(NC(=O)CN(C)S(=O)(=O)c2cccc3cccnc23)c1,6%,-23%,?
O=C(NCc1ccccc1Cl)NCc1noc2ccccc12,-3%,9.2µM*,?
CCOC(=O)C1=C(CN2CCN(CCC#N)CC2)NC(=O)NC1c1ccc2c(c1)OCO2 (centres undefined),0%,6%,1%
COc1ccc(CCn2c(N3CCN(C)CC3)nc3c2c(=O)[nH]c(=O)n3C)cc1,2%,-17%,-11%
CCN(CC)Cc1cc(NC2=NS(=O)(=O)c3ccccc32)ccc1OC(=O)c1ccccc1,4%,?,?
COc1ccc(/C=C2\SC(=O)N(CC(=O)Nc3cccc(C)c3)C2=O)cc1O,0%,?,14%
Cc1ccc(N2CC(C(=O)Nc3ccc(S(=O)(=O)N4CCCC4)cc3)CC2=O)cc1 (centres undefined),2%,-8%,-10%
Cc1c(Cl)cccc1NC(=O)CSc1nncn1-c1cccnc1,4%,10%,-1%
O=c1c2cnn(-c3ccc(F)cc3)c2ncn1Cc1ccccc1Cl,-3%,-20%,-14%
CCOC(=O)c1c(C)[nH]c(C(=O)COC(=O)CNS(=O)(=O)c2ccc(C)cc2)c1C,1%[56.1 µM],-12%,-16%
Cc1ccc(S(=O)(=O)N2CCC(c3nc4c(nnn4Cc4ccccc4)c(=O)[nH]3)CC2)cc1,3%,-28%,?
Cc1ccc(-c2nn(CC(=O)NC3CCCC3)c3c2cnc2ccc(F)cc23)cc1C,3%,12µM*,?
COc1ccc(OC)c(N(CC(=O)O)S(=O)(=O)c2ccc(OC)c(OC)c2)c1,2%,-4%,2%

# 2 records picked at random from those above:
SMILES,TDP1 inh,TDP1 cell noCPT,DT40 TDP1 CPT
COc1ccc(/C=C2\SC(=O)N(CC(=O)Nc3cccc(C)c3)C2=O)cc1O,0%,?,14%
Cc1ccc(S(=O)(=O)N2CCC(c3nc4c(nnn4Cc4ccccc4)c(=O)[nH]3)CC2)cc1,3%,-28%,?
